XiGFP reactiv: activators of X-chromosome reactivation in mouse fibroblasts | actives 0.055% (n = 360,000) | activation, % at 7.58 µM | AID 743238 | XiGFP mouse fibroblasts, % GFP-positive cells imaging, 3 d; cells co-treated with 5-aza-dC sensitizer; scaled so ellipticine positive control = 100%;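 active = mean normalized replicate activation at least 10% and every replicate at or above 10%; inconclusive = only one of the two criteria met; inactive = mean below 10% and not all replicates reach 10%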;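 also: 0% = median of on-plate neutral control wells and 100% = ellipticine 6 µM median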
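System: 68-5-11 XiGFP fibroblast line | Buffer or medium: DMEM containing 5-aza-dC | Compound: Single point | Times: Compounds 3 days, fix/stain 15 min at room temperature | Benchmarks: Positive control ellipticine, 6 µM final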
EWS-Fli inh: inhibitors of EWS/Fli oncoprotein transcriptional activity. A673 NR0B1-luciferase reporter, viability-normalised. inhibition, % at 12.6 µM. actives 0.67% (n = 350,000). AID 651661;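 active = mean inhibition of at least 50% after viability correction, with every replicate also passing that limit; inconclusive = mean reaches 50% but only one of two replicates passes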;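 also: firefly luciferase signal divided by Alamar Blue viability fluorescence both relative to DMSO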
RAD54 inh: inhibitors of human RAD54 branch migration; Q92698; RAD54 Holliday junction branch migration, FAM/BHQ fluorescence; inhibition, % at 10.4 µM; actives 0.14% (n = 360,000); AID 602329;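 active = mean normalized replicate activity at least 40 and at least half of replicates scoring 40 or more; inconclusive = only one of the two criteria met; inactive = mean below 40 and under half of replicates reaching 40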;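 also: 0% = median of neutral control wells and 100% = median of positive control wells; inhibitors cause a drop in the FAM fluorescence signal; in these data hits start at about 50%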
Target sequence (Q92698 whole entry, looked up): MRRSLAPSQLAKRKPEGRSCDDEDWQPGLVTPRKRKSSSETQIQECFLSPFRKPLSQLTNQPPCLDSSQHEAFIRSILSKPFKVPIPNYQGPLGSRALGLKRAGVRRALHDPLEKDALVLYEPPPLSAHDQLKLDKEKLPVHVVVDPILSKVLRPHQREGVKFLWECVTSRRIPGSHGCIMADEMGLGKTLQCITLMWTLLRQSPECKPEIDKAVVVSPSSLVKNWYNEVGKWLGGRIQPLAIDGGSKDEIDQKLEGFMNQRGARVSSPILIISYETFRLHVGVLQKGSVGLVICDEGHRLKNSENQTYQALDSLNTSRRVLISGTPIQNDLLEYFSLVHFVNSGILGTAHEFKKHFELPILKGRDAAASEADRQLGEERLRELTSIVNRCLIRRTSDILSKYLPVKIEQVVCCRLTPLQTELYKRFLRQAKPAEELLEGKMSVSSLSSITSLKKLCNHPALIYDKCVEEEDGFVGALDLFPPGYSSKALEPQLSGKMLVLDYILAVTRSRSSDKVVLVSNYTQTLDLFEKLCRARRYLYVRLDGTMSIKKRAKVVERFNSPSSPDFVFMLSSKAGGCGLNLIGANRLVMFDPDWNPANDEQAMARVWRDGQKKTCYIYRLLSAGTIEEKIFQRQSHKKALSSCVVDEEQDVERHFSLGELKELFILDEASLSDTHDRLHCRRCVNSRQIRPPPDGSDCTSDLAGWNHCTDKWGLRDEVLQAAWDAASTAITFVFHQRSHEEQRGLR
S100A4 inh HTS: inhibitors of human S100A4 binding to myosin IIA peptide; S100A4/TAMRA-MyoIIA peptide fluorescence polarization; inhibition, % at 10.7 µM; actives 0.14% (n = 360,000); AID 652163;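 active = mean inhibition of at least 70% across replicates, with every replicate also reaching that level; inconclusive = mean inhibition reaches 70% but some replicates fall short; inactive = mean inhibition below 70%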
Target sequence (P26447 whole entry, looked up): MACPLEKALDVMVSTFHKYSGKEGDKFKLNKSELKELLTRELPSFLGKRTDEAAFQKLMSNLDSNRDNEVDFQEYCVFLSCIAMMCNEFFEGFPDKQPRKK
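Material: S100A4 monomer protein / Buffer or medium: 50 mM HEPES pH 7.2, 10 mM CaCl2, 100 mM KCl / Times: 5 min incubation before reading / Benchmarks: neutral control DMSO, positive control TFP / Reagent: labelled myosin peptide probe, 5 nM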
E-sel inducer: E-selectin induction on HUVECs; HUVEC E-selectin immunofluorescence imaging; normalized: neutral wells 0, TNF-alpha wells 100; P16581; actives 0.37% (n = 260,000); activation, % at 7.58 µM;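 active = mean E-selectin-positive cell signal at least 10% of the positive control, reached in at least 60% of replicates, without over 20% cell loss; inconclusive = no rule given, readout overlaps actives, possibly toxicity-flagged; inactive = the rest, including those meeting only one limit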;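 also: in these data hits start at about 27%; measured in HUVEC primary endothelial cells; signal is the percent of cells scored E-selectin positive by PE staining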
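Read-out basis: % PE-positive cells; Test system: HUVEC primary endothelial cells; Technique: immunofluorescence imaging; Dosing: single-point compound dose.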
esBAF inh: inhibitors of esBAF chromatin remodeling in mouse ES cells; Bmi1-luciferase knock-in reporter, 24 h; 100% = twice the neutral-well signal; reporter increase, % at 12.5 µM; actives 2% (n = 350,000); AID 602393; in the data active = activation above about 40%; inconclusive = no clear call, values can overlap the other calls;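 also: 0% = median of the plate's neutral control wells and 100% = double that signal; a rise in the Bmi1 reporter signal indicates esBAF inhibition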
FN deposition inh: fibronectin deposition inhibition; AH1F fibroblasts, Alexa488-fibronectin deposition fluorescence, overnight; inhibition, % at 12.6 µM; AID 743247; actives 0.086% (n = 350,000);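 active = mean inhibition across replicates of 30% or more, regardless of how many single replicates reach that level; inconclusive = mean under 30% yet at least half of replicates reach 30%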;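 also: positive control wells lacked labelled fibronectin entirely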
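Test system: AH1F fibroblast monolayer depositing Alexa488-labelled fibronectin into matrix. Input: 10000 cells per well. Technique: fluorescence, ex 485 nm, em 525 nm. Buffer or medium: DMEM plus 2% serum, read in PBS. Timing: 1 h cell adhesion before compound, then overnight fibronectin incubation. Compound: single dose, pinned. Read-out basis: inhibition from reduced deposited-fibronectin fluorescence.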
RAD52 anneal inh: RAD52 (human) annealing inhibition; P43351; inhibition, % at 18.7 µM; recombinant RAD52 DNA annealing, FRET fluorescence; actives 0.46% (n = 360,000);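 active = every replicate showing at least 50% inhibition; inconclusive = mean inhibition at least 50% but not in every replicate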
An asterisk follows results filed as active; ? = inconclusive; · = no result given. Outcome played no part in choosing rows, and some 3% of all compounds hit somewhere here.

Every second line gives: XiGFP reactiv	EWS-Fli inh	RAD54 inh	S100A4 inh HTS	E-sel inducer	esBAF inh	FN deposition inh	RAD52 anneal inh
- CN(c1ccccc1)S(=O)(=O)c1cccc(NC(=O)C2CC(=O)N(Cc3ccccc3)C2)c1 (configuration not stated)
 : 0.3	12	·	1	-0.2	·	4	-25
- O=C(Nc1ccc2c(c1)OCO2)N1CCOCC1
 : ·	·	-2	-7	·	31	·	-2
- COc1ccccc1-c1cn(CC[C@@H]2CC[C@H](NC(=O)NC(C)C)[C@@H](CO)O2)nn1
 : 1.0	2	2	3	0.4	1	10	-12
- CCOC(=O)C1CCN(C(=O)C2CC(=O)N(c3ccc(C)cc3)C2)CC1 (configuration not stated)
 : ·	-6	2	4	·	6	·	-14
- O=C(CSc1nc2c(oc3ccccc32)c(=O)n1CC1CCCO1)NCc1ccc(F)cc1 (configuration not stated)
 : -0.1	-3	0	-1	0.1	1	4	-5
- COc1ccc(OC)c(S(=O)(=O)N2CCCC(C(=O)NCc3ccco3)C2)c1 (configuration not stated)
 : ·	-7	-3	3	·	-6	-1	1
- CC(C)CCC1(CCNC(=O)c2cccs2)CCOC(C)(C)C1 (configuration not stated)
 : 0.2	8	·	-2	0.0	·	-11	-5
- CNC[C@@H]1Oc2cc(C#CCOC)ccc2S(=O)(=O)N([C@@H](C)CO)C[C@@H]1C
 : 0.8	-1	-13	-16	8.8	-3	·	-33
- COc1ccc2c3c(n(C)c2c1)[C@@H](CO)N(C(=O)C1CCC1)CC31CCN(Cc2cccc(F)c2)CC1
 : 0.2	33	·	-31	-0.5	·	·	10
- CCOC(=O)C(=O)Nc1nc(-c2ccccc2)c(-c2ccccc2)o1
 : 0.0	-1	·	3	0.7	·	0	7
- CCCNC(=O)N1[C@H](CO)[C@H](c2ccc(C3=CCCC3)cc2)[C@H]1CNC(=O)CC
 : 0.0	3	-8	·	0.1	-3	-3	·
- Cc1cc2nnc(SCC(=O)N(C)C3CCS(=O)(=O)C3)n2c2ccccc12 (configuration not stated)
 : 0.3	-19	·	3	3.8	·	-3	-4
- O=C(Nn1cnc2ccccc2c1=O)c1ccc(F)cc1Cl
 : ·	-26	-3	-24	·	?	·	-11
- CCc1ccc(N2C(=O)Cc3c2nc(N)c(C#N)c3N)cc1
 : ·	-44	33	2	·	53*	·	1
- COCCN(C(=O)COC(=O)CC(C)c1ccccc1)c1c(N)n(Cc2ccccc2)c(=O)[nH]c1=O (configuration not stated)
 : 0.0	-1	·	0	-1.5	·	-9	-14
- C[C@@H]1CN([C@@H](C)CO)C(=O)Cc2cc(NC(=O)CCC(F)(F)F)ccc2O[C@@H]1CN(C)Cc1ccc(C(F)(F)F)cc1
 : -0.1	11	0	-3	0.1	-2	13	-14
- CC(OC(=O)C1CCN(S(=O)(=O)c2ccc(C(C)(C)C)cc2)CC1)C(=O)N(C)C1CCCCC1 (configuration not stated)
 : -0.5	12	-1	9	·	-3	-4	1
- COc1ccc(NC(=O)c2cccc(N3C(=O)C4CC=C(C)CC4C3=O)c2)c(OC)c1 (configuration not stated)
 : 0.1	6	7	2	·	-1	12	2
- Cc1cccnc1NC(=O)CSc1ccc2c(c1)OCCO2
 : 0.0	-11	7	10	-0.2	9	1	-4
- CC(=O)Nc1nc2ccccc2n1Cc1ccc(Cl)cc1
 : 0.1	35	-1	2	·	·	4	-12
- COc1ccc(NC(=O)N(C)C[C@H]2OCCCC[C@H](C)Oc3ccc(NC(=O)Nc4ccccc4)cc3C(=O)N([C@H](C)CO)C[C@@H]2C)cc1
 : -0.1	-8	-7	-1	0.0	-2	3	-28
- CC(=O)Nc1ccc(NC(=O)Cn2c(CC(=O)N3CCCC3)nc3ccccc32)cc1
 : ·	3	-2	-2	·	-4	·	-7
- COc1ccc(-c2nnc3ccc(SCC(=O)N4CCCCCC4)nn23)cc1OC
 : 0.0	-2	7	1	0.7	0	-2	-14
- C[C@H](CO)N1C[C@H](C)[C@@H](CN(C)Cc2ccncc2)Oc2ccc(NS(=O)(=O)c3cccs3)cc2CC1=O
 : -0.1	-2	-3	·	·	4	·	·
- COc1ccc(C2=NOC(COc3ccc([N+](=O)[O-])cc3)C2)cc1 (configuration not stated)
 : 0.1	-6	·	1	0.1	-2	-1	-5
- COC(=O)C[C@H]1C[C@H]2c3cc(NC(=O)CC4CC4)ccc3O[C@H]2[C@@H](CO)O1
 : 0.3	-2	7	-7	-0.1	0	-23	-8
- CC(Sc1nnc(-c2cccs2)n1N)C(=O)NCC1CCCO1 (configuration not stated)
 : 0.0	-4	·	-9	12	·	7	-19
- COc1ccc(-c2[nH]c(-c3ccc(C)cc3)nc2SCC(=O)NCc2ccco2)cc1OC
 : 0.1	1	0	9	1.6	-1	1	-3
- CC(C)c1ccc(NC(=O)NC2CC3CCC(C2)N3Cc2cccs2)cc1 (configuration not stated)
 : 0.1	2	·	-1	-1.5	-5	-8	-42
- CCCCc1ccc(-c2csc(/C(C#N)=C/c3ccco3)n2)cc1
 : -0.1	-23	-8	-19	2.8	·	0	-39
- COc1ccc(NC(=O)Nc2ccc3c(c2)CC(=O)N([C@H](C)CO)C[C@H](C)[C@H](CN(C)C(=O)Nc2cccc4ccccc24)O3)cc1
 : -0.1	-7	-4	·	0.2	16	·	·
- O=C(C[C@H]1CC[C@@H]2[C@H](COC[C@H](O)CN2S(=O)(=O)c2ccccc2)O1)Nc1ccc(-c2ccccc2)cc1
 : 0.0	6	-4	1	1.0	1	-13	11
- COc1ccc(N2CCN(CC(=O)c3ccccc3)CC2)cc1
 : 0.0	-10	-5	-6	0.3	11	-4	-14
- CCCCNC(=O)N1CCCC(N(C)CCc2ccc(OC)c(OC)c2)C1 (configuration not stated)
 : 0.0	5	7	-1	·	0	-8	-3
- Cc1cc(CNC(=O)c2ccc(C)c([N+](=O)[O-])c2)c2ccccc2n1
 : 0.1	11	·	1	·	·	·	-26
- CC(CC(=O)NCc1ccc(Cl)cc1)S(=O)(=O)c1ccc2c(c1)NC(=O)CO2 (configuration not stated)
 : 0.0	0	-9	-4	·	-2	3	-6
- CC(Cc1c[nH]c2ccccc12)C(=O)O (configuration not stated)
 : ·	0	-10	-3	·	-7	·	6
- O=S(=O)(/N=C/c1c(O)ccc2ccccc12)c1ccccc1
 : 0.0	24	-1	-6	·	6	6	0
- Cc1ccc(N(C(=O)Nc2ccccc2)C2=NCC(C)S2)cc1 (configuration not stated)
 : ·	·	-1	18	·	21	·	-4
- CCS(=O)(=O)NCC[C@H]1CC[C@H](NC(=O)C2CC2)[C@H](CO)O1
 : 0.2	19	·	15	-0.4	·	·	-7
- Cc1onc(-c2c(F)cccc2Cl)c1C(=O)Nc1cc(S(=O)(=O)N2CCCCC2)ccc1O
 : -0.7	15	6	-6	3.2	-11	6	-12
- COc1ccccc1NC(=O)c1ccccc1NS(=O)(=O)c1cccs1
 : 0.0	6	-11	-13	-0.2	2	5	-15
- O=C(N[C@@H]1CC[C@H](CCNS(=O)(=O)c2ccc(F)cc2)O[C@H]1CO)C1CCOCC1
 : -0.3	10	-2	9	-0.5	-1	·	-14
- Cc1nn2cc(-c3cccc(Cl)c3)cnc2c1Cl
 : 0.0	12	1	-3	2.1	79*	5	-20
- CC(=O)NC(C)C(=O)OCC(=O)Nc1ccc(Br)cc1 (configuration not stated)
 : ·	·	-1	·	-1.8	8	-4	·
- CCCC#Cc1ccc([C@@H]2[C@H](CO)N3C(=O)CN(C(=O)NCCC)C[C@@H]23)cc1
 : 0.0	3	·	-16	-0.3	·	·	-40
- CCOC(=O)[C@]12CCCC=C1N(CCC1=CCCCC1)C(=O)[C@H](CC(=O)NCC13CC4CC(CC(C4)C1)C3)C2
 : 0.1	11	·	-3	2.7	·	-21	-9
- CCOc1ccccc1CN1CCN(Cc2cc(=O)c3ccccc3[nH]2)CC1CCO (configuration not stated)
 : 0.0	50	-14	0	-0.3	-6	3	-11
- COCCNC(=O)C1CCCN(C(=O)c2cc(C)n(C(C)(C)C)n2)CC1 (configuration not stated)
 : 0.2	1	6	2	·	-6	·	1
- O=C1CN(C(=O)c2c(F)cccc2F)C(c2ccc(F)cc2)c2cc(F)ccc2N1 (configuration not stated)
 : 0.1	11	-3	0	·	-7	-5	-9

The final five compounds of the part before open the next one.
Every second line gives: XiGFP reactiv	EWS-Fli inh	RAD54 inh	S100A4 inh HTS	E-sel inducer	esBAF inh	FN deposition inh	RAD52 anneal inh
- CCCC#Cc1ccc([C@@H]2[C@H](CO)N3C(=O)CN(C(=O)NCCC)C[C@@H]23)cc1
 : 0.0	3	·	-16	-0.3	·	·	-40
- CCOC(=O)[C@]12CCCC=C1N(CCC1=CCCCC1)C(=O)[C@H](CC(=O)NCC13CC4CC(CC(C4)C1)C3)C2
 : 0.1	11	·	-3	2.7	·	-21	-9
- CCOc1ccccc1CN1CCN(Cc2cc(=O)c3ccccc3[nH]2)CC1CCO (configuration not stated)
 : 0.0	50	-14	0	-0.3	-6	3	-11
- COCCNC(=O)C1CCCN(C(=O)c2cc(C)n(C(C)(C)C)n2)CC1 (configuration not stated)
 : 0.2	1	6	2	·	-6	·	1
- O=C1CN(C(=O)c2c(F)cccc2F)C(c2ccc(F)cc2)c2cc(F)ccc2N1 (configuration not stated)
 : 0.1	11	-3	0	·	-7	-5	-9
- COc1ccc(NC(=O)Nc2ccc3c(c2)C(=O)N([C@@H](C)CO)C[C@@H](C)[C@H](CN(C)C(=O)NC2CCCCC2)O3)cc1
 : -0.2	-9	4	15	0.5	20	·	9
- COc1cccc(/C=N/NC(=O)c2cc3c(OC)ccc(OC)c3[nH]2)c1O
 : -0.1	-7	·	-8	0.7	·	9	-12
- Cc1cc(C)cc(-n2ncc3c2CCCC3NC(=O)c2cc(C)[nH]n2)c1 (configuration not stated)
 : 0.5	-31	0	-1	·	-4	-2	-5
- C=CCN1CCN(C(=O)c2oc3ccccc3c2C)CC1
 : 0.0	1	-1	1	·	5	-1	-18
- Cc1noc(C)c1NC(=O)N(C)C[C@@H]1OCCCC[C@H](C)Oc2ccc(NS(=O)(=O)c3cccs3)cc2C(=O)N([C@@H](C)CO)C[C@@H]1C
 : -1.0	0	6	8	1.6	-3	·	-5

Screening data deposited in PubChem by Broad Institute.
